Screens as filed in PubChem.
PI4K2A inh: qHTS for small molecular inhibitors of PI4K2A. 420,000 compounds, 0.13% hits. activity change, negative = inhibition, % at 76.9 µM. purified PI4K2A, ADP-Glo luminescence, 1 h; hits give low values. Phosphatidylinositol 4-kinase type 2-alpha (Homo sapiens), Q9BTU6; in the data active = activity change below about -50%; inconclusive = mostly about -30% to -49%;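 also: -100% = wells without enzyme as full effect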
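Compounds are screened against recombinant PI4K2A using PI as substrate and ATP, the latter dispensed at 300 microM. Reactions run one hour at ambient temperature before ADP-Glo detection; full inhibition defined by wells lacking enzyme.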
G9a inh: qHTS Assay for Inhibitors of Histone Lysine Methyltransferase G9a | 350,000 compounds, 8.8% hits | G9a H3K9 monomethylation, AlphaScreen, 2 h | Potency, µM (highest dose often 102 µM), inactives show at the highest dose activity, negative = inhibition, hits mostly inhibitors; also: potency is read from the fitted curve at half-maximal effect; % is scaled to controls: 0 for no effect and ±100 for the full control effect; nearly all actives have a fitted effect of over 75% in size
Target sequence (Q96KQ7 913-1193 limits assumed): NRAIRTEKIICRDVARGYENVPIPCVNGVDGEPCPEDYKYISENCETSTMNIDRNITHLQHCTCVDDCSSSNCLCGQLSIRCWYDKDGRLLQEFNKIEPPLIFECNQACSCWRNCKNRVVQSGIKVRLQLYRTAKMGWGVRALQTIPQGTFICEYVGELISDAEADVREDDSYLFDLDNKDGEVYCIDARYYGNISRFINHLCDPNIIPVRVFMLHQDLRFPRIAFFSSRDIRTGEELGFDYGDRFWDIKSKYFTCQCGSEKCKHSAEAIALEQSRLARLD
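Using a bead-based AlphaScreen, monomethylated H3K9 product from 2 h room-temperature reactions (G9a 20 nM, peptide 500 nM, SAM 20 uM) was detected with 0.5 ug/mL rabbit anti-H3K9me1 antibody.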
BAZ2B block: qHTS Assay for Inhibitors of BAZ2B | AlphaScreen BAZ2B-H3K14Ac peptide displacement | Potency, µM (top dose mostly 114 µM), for inactives: at the top dose activity change, negative = inhibition, usual class: inhibitors | 360,000 compounds, 4.4% hits; also: potency is read from the fitted curve at half-maximal effect; % is scaled to controls: 0 for no effect and ±100 for the full control effect; nearly all actives have a fitted effect of over 60% in size
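Complex of BAZ2B and biotin-H3K14Ac (50 nM apiece) forms over 30 min at RT, then faces library compounds up to 110 uM for another 30 min; AlphaScreen beads added, 20 min dark incubation, luminescence read.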
HP1b chromo inh: HTS for Inhibitors of HP1-beta Chromodomain Interactions with Methylated Histone Tails; AID 540317, 2011; 390,000 compounds, 0.56% hits; Potency, µM (titrated, usually from 114 µM), inactives show at the highest dose activity change, negative = inhibition, hits mostly inhibitors; Chromobox protein homolog 1 (Homo sapiens), P83916; AlphaScreen HP1-beta / biotin-H3K9me3 peptide binding; also: potency is read from the fitted curve at half-maximal effect; nearly all actives have a fitted effect of over 70% in size; inactives centre near 23
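AlphaScreen: HP1-beta (50 nM) preformed 30 min with biotin-H3(1-18)K9me3 peptide (50 nM) in PBS pH 7.4, 0.01% Tween-20. Compound added for 30 min at RT, then streptavidin donor/nickel chelate acceptor beads (10 ug/mL) for 30 min.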
GLS inh: qHTS for Inhibitors of Glutaminase (GLS). Glutaminase kidney isoform, mitochondrial (Homo sapiens), O94925. GLS enzymatic activity, qHTS titration. Potency, µM (titrated, usually from 45.5 µM), for the others: at the top dose activity change, negative = inhibition, most hits filed as inhibitors. 410,000 compounds, 0.21% hits. AID 624170, 2012; also: potency is read from the fitted curve at half-maximal effect; % is scaled to controls: 0 for no effect and ±100 for the full control effect
Target sequence (O94925 whole entry, looked up, canonical isoform): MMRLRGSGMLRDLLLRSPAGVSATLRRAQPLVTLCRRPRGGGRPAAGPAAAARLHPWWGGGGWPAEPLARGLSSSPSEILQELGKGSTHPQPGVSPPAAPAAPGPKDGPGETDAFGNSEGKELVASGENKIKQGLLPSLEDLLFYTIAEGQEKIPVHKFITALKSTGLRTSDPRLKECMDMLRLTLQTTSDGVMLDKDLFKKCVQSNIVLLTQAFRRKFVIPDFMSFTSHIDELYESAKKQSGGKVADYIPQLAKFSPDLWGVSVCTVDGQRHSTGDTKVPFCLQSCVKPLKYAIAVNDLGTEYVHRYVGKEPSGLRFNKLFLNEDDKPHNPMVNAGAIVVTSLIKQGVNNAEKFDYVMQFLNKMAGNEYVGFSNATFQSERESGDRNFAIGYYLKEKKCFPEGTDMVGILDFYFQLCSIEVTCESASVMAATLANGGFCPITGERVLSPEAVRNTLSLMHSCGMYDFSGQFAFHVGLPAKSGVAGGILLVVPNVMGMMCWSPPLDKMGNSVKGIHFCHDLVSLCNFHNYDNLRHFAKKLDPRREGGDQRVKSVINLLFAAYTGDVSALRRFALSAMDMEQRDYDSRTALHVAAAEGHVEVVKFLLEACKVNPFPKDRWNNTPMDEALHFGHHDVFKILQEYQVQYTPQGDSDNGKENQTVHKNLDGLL
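Human kidney-isoform GLS in 45 mM KH2PO4 pH 8.2, 0.02% Tween-20, with compound, started with 1mM L-Glutamine (added stock). Glutamate oxidase/HRP/Amplex red coupled fluorescence read at start and after 30 min at RT.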
Pin1 inhibitor: qHTS Assay to Find Inhibitors of Pin1; Peptidyl-prolyl cis-trans isomerase NIMA-interacting 1 (Homo sapiens), Q13526; Pin1 FP peptide displacement, HiFluor488, 10 min; Potency, µM (highest dose often 115 µM), inactives show top-dose activity, negative = inhibition, most hits filed as inhibitors; 390,000 compounds, 0.009% hits; active = well fitted inhibition curve with a large enough effect in the polarisation, with a control signal flat, not every such curve was filed as active; inconclusive = small, poorly fitted or top-dose-only effect, or effect the other way, or a change in a side signal; inactive = no such curve, though single readings can be large or run the other way; the % refers to the polarisation; also: potency is read from the fitted curve at half-maximal effect; % is scaled to controls: 0 for no effect and ±100 for the full control effect
Target sequence (Q13526 whole entry, looked up): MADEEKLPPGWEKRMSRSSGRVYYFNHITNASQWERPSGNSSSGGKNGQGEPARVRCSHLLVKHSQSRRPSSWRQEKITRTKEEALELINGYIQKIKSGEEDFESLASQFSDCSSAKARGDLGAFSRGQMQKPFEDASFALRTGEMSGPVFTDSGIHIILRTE
Tb PGK inh: qHTS Assay to Find Inhibitors of Phosphoglycerate Kinase; Phosphoglycerate kinase, glycosomal (Trypanosoma brucei brucei), P07378; Potency, µM (doses to about 57.5 µM), without a hit: top-dose activity change, negative = inhibition, usual class: inhibitors; 380,000 compounds, 0.043% hits; PGK/GAPDH coupled, Kinase-Glo luminescence, 60 min; AID 602233, 2012; also: potency is read from the fitted curve at half-maximal effect; % is scaled to controls: 0 for no effect and ±100 for the full control effect; nearly all actives have a fitted effect of over 60% in size
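Recombinant glycosomal PGK reaction used 1,3-bisphosphoglycerate generated in-well by GAPDH (100nM final) in 100mM TEA pH 7.6, 5mM MgCl2, 0.01% Tween-20. After 60 minutes at room temperature, ATP was read by Kinase-Glo Plus luminescence end-point.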
JMJD2A Tudor: qHTS Assay for Inhibitors of JMJD2A-Tudor Domain | 390,000 compounds, 4.4% hits | Potency, µM (series often up to 114 µM), inactives show at the highest dose activity change, negative = inhibition, actives largely listed as inhibitors | AID 504339, 2011 | AlphaScreen JMJD2A-Tudor / H3K4me3 peptide binding | Lysine-specific demethylase 4A (Homo sapiens), O75164; also: potency is read from the fitted curve at half-maximal effect; % is scaled to controls: 0 for no effect and ±100 for the full control effect; nearly all actives have a fitted effect of over 50% in size
POLH inh: qHTS for Inhibitors of Polymerase Eta; DNA polymerase eta (Homo sapiens), Q9Y253; Potency, µM (titrated, usually from 114 µM), for inactives: at the top dose activity change, negative = inhibition, actives largely listed as inhibitors; recombinant Pol eta, fluorescent DNA replication assay; 390,000 compounds, 1.2% hits; AID 588591, 2011; also: potency is read from the fitted curve at half-maximal effect; % is scaled to controls: 0 for no effect and ±100 for the full control effect
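Fluorescent replication assay: 50 nM final substrate added after a 15 min room-temperature compound preincubation with 10 nM enzyme. Signal taken at 0 min and again at 10 min.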
* = called active by the depositor; i = inactive; ? = inconclusive; . = no result given; [ ] = another dose, or the depositor's remark. Unless noted, calls follow the shape of the dose curve; as a rule, active = well fitted curve in the direction sought with a large enough effect; inconclusive = small, poorly fitted or top-dose-only effect, or another doubt; inactive = no such curve, though single readings can be large; an effect the other way counts as inactive or inconclusive.

SMILES	PI4K2A inh	G9a inh	BAZ2B block	HP1b chromo inh	GLS inh	Pin1 inhibitor	Tb PGK inh	JMJD2A Tudor	POLH inh
Cc1nc2ccccc2n1CCc1nc2c3ccccc3nc(SCc3ccc(C#N)cc3)n2n1	8	7%[59 µM]	-2%	38%	-7%	-5%	i	-7%	-16%
CCOC(=O)c1cccc(NC(=O)CN2C(=O)CC(C)(C)Sc3ccccc32)c1	-2	-1%[59 µM]	-14%	12%	1%	11%	-8%	-24%	-23%
O=C(NCc1ccccn1)c1ccccc1OCc1ccccc1Cl	5	.	.	.	-5%	.	-4%	.	-12%
O=C(O)c1cc(NC(=O)c2ccc(Cl)c([N+](=O)[O-])c2)cc(C(=O)O)c1	0	?	30%[activator]	48%[activator]	1%	4%	10%	1%	-19%
COc1cc(C(=O)Nc2nc3nc(-c4ccccc4)cc(=O)n3[nH]2)cc(OC)c1OC	0	?	-2%	20%	6%	?	-7%	-14%	5%
COc1ccc(Cl)cc1Nc1nc(-c2sc(NC(=O)c3ccco3)nc2C)cs1	1	?	?	-5%	-4%	19%	-9%	?	-3%
CCN(CC)S(=O)(=O)c1ccc(C(=O)N(c2ccc(C)cc2)C2C=CS(=O)(=O)C2)cc1 (centres undefined)	3	-45%	.	62%[activator]	-4%	7%	i	-6%	-16%
Cc1cc(=O)oc2cc(OCC(=O)Nc3ccc(S(=O)(=O)N(C)C)cc3)ccc12	-3	-23%	6%	36%	1%	8%	2%	0%	-18%
CCCCOc1ccc(S(=O)(=O)N2CCN(c3ccccc3OCC)CC2)cc1	0	36%[activator][59 µM]	47%[activator]	83%[activator]	-6%	7%	-1%	-4%	-19%
O=c1[nH]c(SCc2cccc([N+](=O)[O-])c2)nc2[nH]ncc12	-4	-2%	-20%	21%	3%	6%	.	-15%	-2%
O=C(Nc1ccccc1C(=O)N1CCCCCC1)c1cccc(S(=O)(=O)N2CCOCC2)c1	-1	-37%[59 µM]	-3%	32%	1%	-4%	2%	-6%	-6%
CC1CN(S(=O)(=O)c2ccc(C(=O)N3CCc4ccccc43)cc2)CC(C)O1 (centres undefined)	0	-46%[12.7 µM]	-4%	13%	20%	0%	-10%	6%	-13%
O=S(=O)(NCCSCc1c(Cl)cccc1Cl)c1ccc2c(c1)OCCO2	2	39%[activator]	-1%[57.1 µM]	36%	1%	29%	-9%	1%	-18%
O=C(NCc1cccs1)C1CCN(S(=O)(=O)c2ccccc2F)CC1	2	79µM*	-6%	41%[activator]	-12%	-12%	-2%	-1%	5%
COc1ccccc1NC(=O)C1=C(C)Nc2ncnn2C1c1ccccn1 (centres undefined)	0	12%[59 µM]	0%	44%[activator]	33%[activator]	1%	-6%	7%	-23%
O=C(NCc1cccs1)C1CC(c2ccc(Cl)c(Cl)c2)=NO1 (centres undefined)	0	7%	-19%	41%[activator]	-7%	0%	-12%	-3%	-15%
COc1ccc(C)cc1NC(=O)CCS(=O)(=O)c1ccc2c(c1)CCN2C(C)=O	0	?	5%	10%	2%	5%	4%	-14%	8%
CCc1nnc(NC(=O)CSc2nnc(C)n2Cc2ccccc2)s1	8	22%[59 µM]	2%	33%	0%	0%	-7%	-4%	2%
O=C(COC(=O)CCC1CCCCC1)Nc1ccc(OC(F)F)cc1	2	61%[activator][12.7 µM]	13%	117%[activator]	5%	1%	6%	12%	-11%
O=C(CN1CCCCCCC1)Nc1cc(Cl)cc(Cl)c1	2	-48%	.	64%[activator]	-4%	2%	-8%	0%	-12%
Cc1cnc(NC(=O)Nc2ccc(OCc3ccccc3)cc2)c(Br)c1	6	-1%	-11%	5%	16%	-3%	-1%	?	-3%
Cc1sc2ncnc(SCC(=O)NC3CCCC3)c2c1C	6	-4%[59 µM]	1%	14%	-2%	-1%	3%	-14%	10%
CCOC(=O)CSc1nc2sc(C)c(C)c2c(=O)n1C	2	19%[59 µM]	-3%	35%[activator]	0%	0%	-9%	-9%	-17%
Cn1ncc2nc[nH]c(=O)c21	1	12%[12.7 µM]	9%	10%	6%	0%	-2%	-18%	4%
Cc1cccc(C)c1OCC(O)CN1CCCCC1 (centres undefined)	-7	-21%	-6%	35%	3%	-8%	-5%	2%	9%
O=c1cc(-c2ccccc2)n2c(SCc3ccc(F)cc3)nnc2[nH]1	1	?	5%	60%[activator]	7%	2%	-10%	-29%	-11%
CC(C)CN(C(=O)COC(=O)c1ccccc1NCc1ccco1)c1c(N)n(Cc2ccccc2)c(=O)[nH]c1=O	-1	-19%	-34%	29%	-2%	36%[activator]	-2%	-10%	-17%
COc1ccc(Cn2c(=O)n(-c3ccc(F)c(Cl)c3)c(=O)c3c2c2cc(OC)ccc2n3C)cc1	-2	9%[59 µM]	-10%	37%	-1%	4%	-7%	11%	-14%
CCOc1ccccc1CNC(=O)C1CCN(C(=O)c2sccc2-n2cccc2)CC1	-8	-40%	-8%	11%	8%	-2%	-4%	-19%	-8%
CCOc1ccccc1Nc1nnc(Cc2ccccc2Cl)c(=O)[nH]1	4	?	?	23%	-5%	0%	-5%	?	-8%

In the list so far, these have a nitro group on carbon.
SMILES	PI4K2A inh	G9a inh	BAZ2B block	HP1b chromo inh	GLS inh	Pin1 inhibitor	Tb PGK inh	JMJD2A Tudor	POLH inh
O=C(O)c1cc(NC(=O)c2ccc(Cl)c([N+](=O)[O-])c2)cc(C(=O)O)c1	0	?	30%[activator]	48%[activator]	1%	4%	10%	1%	-19%
O=c1[nH]c(SCc2cccc([N+](=O)[O-])c2)nc2[nH]ncc12	-4	-2%	-20%	21%	3%	6%	.	-15%	-2%

(cont.)
SMILES	PI4K2A inh	G9a inh	BAZ2B block	HP1b chromo inh	GLS inh	Pin1 inhibitor	Tb PGK inh	JMJD2A Tudor	POLH inh
Cc1ccccc1-n1ncc(C(C)NC(=O)c2ccccc2)c1C (centres undefined)	-1	13%	4%	31%	1%	5%	.	0%	-4%
Cc1ccc2c(c1)C(c1ccccc1)N(C(=O)c1cc3ccccc3oc1=O)CC(=O)N2 (centres undefined)	-1	0%	-11%	21%	4%	1%	0%	-26%	-19%
Brc1cc2c(cc1Br)OCCOCCOCCO2	3	.	-25%	42%[activator]	-9%	3%	-6%	8%	-11%
CCOC(=O)Cc1csc(NC(=O)CSc2nnc(-c3ccncc3)o2)n1	5	59%[activator]	14%	34%	9%	1%	i	-8%	-7%
CCCCOC(=O)c1ccc(NC(=O)c2sc3nc(C)cc(C)c3c2N)cc1	1	3%[59 µM]	3%	41%[activator]	-13%	16%	4%	5%	-3%
O=C(CN1CCN(C(C(=O)Nc2ccc(F)cc2)c2ccccc2)CC1)NC1CC1 (centres undefined)	2	31%[12.7 µM]	2%	-7%	3%	-9%	3%	-1%	-15%
COc1ccc(NC(=O)c2c(NCc3ccc(OC)c(OC)c3OC)sc3c2CCC3)c(OC)c1	-2	13µM*	-30%	-15%	-3%	17%	-7%	?	-23%
CC(C)(C)c1ccc(C(=O)N2CC(=O)Nc3ccc(F)cc3C2c2ccc(F)cc2)cc1 (centres undefined)	1	-48%[59 µM]	-27%	5%	-16%	?	9%	-31%	-15%
COc1ccc(C)cc1NC(=O)CSc1nnc(COc2ccc(Cl)cc2)n1Cc1ccco1	-3	?	-35%	-1%	23%	11%	-3%	-26%	-13%
COc1ccc(N2C(=O)CCC(C(=O)N3CCOCC3)C2c2ccc(F)cc2)cc1 (centres undefined)	9	9%[12.7 µM]	0%	15%	18%	-2%	0%	-19%	-10%
CS(=O)(=O)c1ccc2nc(NC(=O)c3ccc(Cl)cc3)sc2c1	0	.	-2%	34%	-2%	4%	-4%	-11%	-21%
CC(C)(C)c1ccc(C(=O)NC(=O)COC(=O)CCS(=O)(=O)c2ccccc2)cc1	4	-9%[12.7 µM]	10%	7%	6%	-6%	i	-13%	-16%
Cc1nc(-c2ccc(S(=O)(=O)N(C)Cc3ccccc3)cc2)co1	1	-2%[59 µM]	-18%	17%[57 µM]	-5%	5%	7%	-8%	-15%
COc1ccc(Cn2c(=O)c3[nH]cnc3n(-c3ccccc3C)c2=O)cc1	-7	.	2%	18%	-12%	-4%	-3%	-4%	-18%
Cc1cc(C)c(NC(=O)Cn2nc3c(cc2=O)CCCC3)c(C)c1	-3	-1%[59 µM]	0%	29%[57 µM]	-6%	7%	-4%	-1%	-23%
Cc1ccccc1OCC(=O)Nc1nnc(SCc2cc(=O)n3cc(Cl)ccc3n2)s1	2	10%[59 µM]	0%	28%[57 µM]	4%	?	i	-6%	-4%
Cc1ccc(-c2csc(NC(=O)CSc3nc4ccccc4o3)n2)cc1	-3	3%[59 µM]	2%	29%	-2%	6%	-3%	-9%	?
O=C(CN(CC1CCCO1)S(=O)(=O)c1ccc(S(=O)(=O)NCC2CCCO2)cc1)Nc1ccccc1 (centres undefined)	1	5%[59 µM]	-24%	14%	-1%	-3%	6%	-3%	-8%
Cc1cc(Cl)c2oc(C(=O)NC(C)c3ccncn3)c(C)c2c1 (centres undefined)	7	0%	?	46%[activator]	1%	-4%	-9%	-19%	-6%
Cc1ccc(OCC(=O)Nc2ccccc2C(=O)NC2CC2)cc1C	-1	35%	-11%	32%	-4%	-6%	1%	12%	4%

Only part of the results is shown; rates above refer to the full screens.
